Screening results (PubChem BioAssay)
CHT block: inhibitors of human choline transporter CHT; B-score at 10 µM; CHT-expressing cells, membrane potential dye, choline response; stronger effect = lower value; AID 488975; Q9GZV3; hit rate 0.86% among 310,000;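 active = B-score over 3 SD under the library average, and starting fluorescence ratio not unusually high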;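 also: choline stimulus applied at its EC90 after an EC20 pre-addition; B-score computed on integrated fluorescence ratio after choline addition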
Target sequence (Q9GZV3 whole entry, looked up): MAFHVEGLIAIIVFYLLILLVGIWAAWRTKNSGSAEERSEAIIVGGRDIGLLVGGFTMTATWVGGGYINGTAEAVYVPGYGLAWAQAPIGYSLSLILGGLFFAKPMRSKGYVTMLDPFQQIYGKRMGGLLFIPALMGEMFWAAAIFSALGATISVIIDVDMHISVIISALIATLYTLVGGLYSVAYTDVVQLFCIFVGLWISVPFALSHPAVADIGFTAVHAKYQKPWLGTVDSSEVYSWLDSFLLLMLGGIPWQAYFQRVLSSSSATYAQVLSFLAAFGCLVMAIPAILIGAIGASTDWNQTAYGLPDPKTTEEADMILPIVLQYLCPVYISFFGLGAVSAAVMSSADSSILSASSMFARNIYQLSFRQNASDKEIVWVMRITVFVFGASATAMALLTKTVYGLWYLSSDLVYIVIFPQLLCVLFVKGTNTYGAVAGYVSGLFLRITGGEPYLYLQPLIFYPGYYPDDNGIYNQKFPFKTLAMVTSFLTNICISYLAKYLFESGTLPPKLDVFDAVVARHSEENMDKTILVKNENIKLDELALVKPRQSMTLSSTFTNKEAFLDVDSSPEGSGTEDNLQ
CHT PAM: human CHT allosteric activation; hit rate 0.49% among 310,000; CHT-expressing cells, membrane potential dye, choline EC20; stronger effect = higher value; LV-AA mutant CHT in HEK293 cells; B-score at 10 µM; Q9GZV3;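 active = initial fluorescence not abnormally high and integrated response B-score, plate-corrected, over 3 SD above library mean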
Calls only; i = inactive. Not a hit list; 1.4% or so of the library scored in one or more.

No.	Compound	CHT PAM	CHT block
1	CSc1ccccc1C(=O)C1CCCN(C(=O)NC(C)C)C1 (centres undefined)	i	i
2	COCCN(CCOC)S(=O)(=O)c1ccc(C(=O)Nc2c(C)n(C)n(-c3ccccc3)c2=O)cc1	i	i
3	CCOC(=O)C1=C(C)NC(SCC(=O)O)=C(C#N)C1c1ccco1 (centres undefined)	i	i
4	O=C(NC1CCCC1)[C@@H]1CSC2c3ccccc3C(=O)N21 (some centres undefined)	i	i
5	COc1ccc(S(=O)(=O)N(Cc2cccnc2)Cc2cc3ccccc3[nH]c2=O)cc1	i	i
6	CC(=O)c1cccc(NC(=O)c2cc(-c3ccco3)on2)c1	i	i
7	CN1C(=O)[C@@H]2[C@@H]3C[C@@H]([C@H]4ON=C(c5ccc(Cl)cc5Cl)[C@@H]34)[C@@H]2C1=O	i	i
8	CC(C)c1ccc(OCC(=O)NCc2ccco2)cc1	i	i
9	CSc1nnc(Cn2c(=O)sc3ccccc32)n1C	i	i
10	CCOC(=O)C(C)n1cnc2c1c(=O)[nH]c(=O)n2C (centres undefined)	i	i
11	Cc1ccccc1-c1nc(CN2CCC(C(=O)NCCN3CCOCC3)CC2)c(C)o1	i	i
12	O=C(Nc1ccc(N2CCOCC2)c(Cl)c1)c1ccc(-n2cnnc2)cc1Cl	i	i
13	CC(C)CN(C(=O)COC(=O)COc1ccc2c(c1)CCC2)c1c(N)n(Cc2ccccc2)c(=O)[nH]c1=O	i	i
14	C=C1CCC2[C@](C)(CO[C@@H]3O[C@H](CO)[C@@H](O)[C@H](O)[C@H]3O)CCC[C@@]2(C)[C@@H]1CCC1=CCOC1=O (some centres undefined)	i	i
15	COc1ccc(N2C(=O)CC(N(CCc3ccc(OC)c(OC)c3)C(=S)Nc3ccccc3)C2=O)cc1 (centres undefined)	i	i
16	CC(C)OC(=O)c1nnn(-c2nonc2N)c1CN1CCCCCC1	i	i
17	Cc1ccccc1NS(=O)(=O)c1ccc(C(=O)N2CCN(S(=O)(=O)c3ccccc3)CC2)cc1	i	i
18	CCN1CCN(Cc2c(O)ccc3c(=O)c(-c4ccc(OC)c(OC)c4)c(C)oc23)CC1	i	i
19	CCc1ccc2c(c1)C(=O)C(=O)N2CC(=O)Nc1ccc(NC(=O)c2ccccn2)cc1	i	i
20	c1ccc(CC2CCN(c3nc4ccccc4n4cnnc34)CC2)cc1	i	i
21	CC(=O)Cc1nsc(Nc2ccc(Cl)cc2)n1	i	i
22	CN(C(=O)CSc1nnc(Nc2ccccc2)s1)C1CCS(=O)(=O)C1 (centres undefined)	i	i
23	COc1ccc(C(=O)Nc2cccc(/C(C)=N/NC(=O)c3ccc([N+](=O)[O-])cc3)c2)cc1OC	i	i
24	COc1ccc2ccccc2c1/C=N/NC(=O)CC1(C)OCCCO1	i	i
25	COc1ccc(OC)c(C2CC(=O)OC3=C2C(=O)CC(C)(C)C3)c1 (centres undefined)	i	i

Entries by screen from the list:
CHT block, compounds 1–9 → i, i, i, i, i, i, i, i, i
CHT PAM, compounds 1–9 → i, i, i, i, i, i, i, i, i

Shown with two lines to a compound: 2 of the compounds above.
Values in the order: CHT PAM, CHT block
[20] c1ccc(CC2CCN(c3nc4ccccc4n4cnnc34)CC2)cc1
  i, i
[21] CC(=O)Cc1nsc(Nc2ccc(Cl)cc2)n1
  i, i

(continued)
No.	Compound	CHT PAM	CHT block
26	Nc1c(C(=O)Nc2ccccc2F)sc2nc(Cc3ccccc3)cc(C(F)(F)F)c12	i	i
27	O=C(NC(=S)NC1CCCC1)c1ccccc1Br	i	i
28	Cc1ccc(/C=N/NC(=O)c2cc(-c3cccnc3)nc3ccccc23)cc1	i	i
29	CC(=O)Nc1ccc(NC(=O)C2CCCN(C(=O)c3ccc(Cl)cc3)C2)cc1 (centres undefined)	i	i
30	CCc1ccc2[nH]c(=O)c(Cc3ccccc3)c(O)c2c1	i	i
31	CCOc1ccc(C(=O)NCc2ccccn2)cc1	i	i
32	CCOc1ccc(Cc2nnc(SCC(=O)Nc3ccccc3)n(N)c2=O)cc1	i	i
33	CC1CN(C(=O)Cn2cc(S(=O)(=O)CC(=O)N3CCOCC3)c3ccccc32)CC(C)O1 (centres undefined)	i	i
34	CCOC(=O)c1sc(NC(=O)c2ccc(OC(C)=O)cc2)nc1C	i	i
35	NC(=O)C(CC(=O)O)NC(=O)[C@@H]1CCOc2c(I)cc([N+](=O)[O-])cc2C(=O)N[C@@H](CO)C(=O)N[C@@H](Cc2ccc(O)cc2)C(=O)N1 (some centres undefined)	i	i
36	Cn1c(=O)c2ncn(CC(=O)N/N=C/c3ccco3)c2n(C)c1=O	i	i
37	Cc1ccc(NC(=S)NCCc2ccc(S(N)(=O)=O)cc2)c(C)c1	i	i
38	CN(C(=O)COC(=O)CSc1ccc(C(N)=O)cc1[N+](=O)[O-])C1CCS(=O)(=O)C1 (centres undefined)	i	i
39	COc1ccccc1N1CCN(C(=O)Oc2ccccc2)CC1	i	i
40	CCc1ccccc1NC(=O)CN(C)C(=O)CSc1nn(-c2ccccc2)c(=S)s1	i	i
41	NC(=O)NC(=O)CC1S/C(=N/N=C2\CSC(=O)N2)NC1=O (centres undefined)	i	i
42	Cc1ccc(C(=O)OC/C(O)=C(\C#N)c2nc3ccccc3[nH]2)cc1S(=O)(=O)N1CCOCC1	i	i
43	O=C(Cc1ccc(F)cc1)OCn1nnc2ccccc2c1=O	i	i
44	C[N+]1(CC(=O)Nc2ccc(F)cc2)CCN(C(=O)c2ccco2)CC1	i	i
45	Cc1ccc(CNC(=O)c2ccccc2-n2cnnn2)cc1	i	i
46	NCC(c1ccc(Cl)cc1Cl)c1c[nH]c2ccccc12 (centres undefined)	i	i
47	Cc1c(C(=O)N2CCOCC2)oc2ccc(Br)cc12	i	i
48	COc1ccc(C2CC(c3cccs3)=NN2C(=O)c2ccco2)cc1OC (centres undefined)	i	i
49	CCNC(=S)NCc1ccc(F)cc1	i	i
50	COc1ccc(-c2csc(NC(CO)c3nc4ccccc4n3Cc3ccc(C)cc3)n2)cc1 (centres undefined)	i	i
51	C#CCn1c(O)c(N=NC(=O)CNC(=O)c2cccnc2)c2ccccc21	i	i
52	COc1ccc(OCc2nn[nH]n2)cc1	i	i
53	Cc1cc(C)n2nc(SCc3nc4ccccc4[nH]3)nc2n1	i	i
54	CCC1/C(=N\O)CC(c2ccco2)NC1c1ccco1 (centres undefined)	i	i
55	Cc1cc(Cl)ccc1C(=O)C1CCCN(C(=O)CCn2cnnn2)C1 (centres undefined)	i	i
56	CCOc1ccc(NC(=O)CN(C)C(=O)c2cc(C)oc2C)cc1OCC	i	i
57	O=C(N/N=C\c1ccc(COc2ccc([N+](=O)[O-])cc2)o1)c1ccc(Cl)cc1	i	i
58	CC(NC(=O)c1cc(Br)ccc1Cl)c1ccccc1 (centres undefined)	i	i
59	Cc1cc(C)c(S(=O)(=O)c2cccc(Br)c2C)c(Cl)n1	i	i
60	COc1cccc(C(=O)Nc2ccc3c(c2)C(=O)N(CCC(=O)O)C3=O)c1	i	i
61	COc1ccc(Cn2nnnc2CN2CCc3ccccc32)cc1	i	i
62	CC(C)c1ccc(/C=N/NC(=O)CC(=O)NC2CCCCC2)cc1	i	i
63	CCCNC(=O)C1(CC2CC(c3ccccc3)=NO2)CCN(C(=O)c2cc(OCC)c(OCC)c(OCC)c2)CC1 (centres undefined)	i	i
64	CN1CCN(C(=O)C2(NC(=O)Nc3cccc(F)c3)CCCCC2)CC1	i	i
65	O=C(COc1ccccc1)Nc1nc2ccccc2[nH]1	i	i
66	FC(F)(F)c1cccc(-n2c(Cn3nnc4ccccc43)n[nH]c2=S)c1	i	i
67	CCn1cc(CNC(=O)C2C3CCC(C3)C2C(=O)O)cn1 (centres undefined)	i	i
68	COCCCNc1ccnc2c(Cl)cccc12	i	i
69	COc1ccc(NC(=O)C(C)Sc2nnc3c4c(nc(-c5ccc(OC)cc5)n23)CC(C)(C)OC4)cc1 (centres undefined)	i	i
70	Cc1ccc(-c2c[n+](CC(=O)OCc3ccccc3)c3n2CCC3)cc1	i	i
71	COc1cccc(OC)c1OCCCCc1c(C)n[nH]c1C	i	i
72	COc1ccc(Nc2c(C)cccc2C)cc1	i	i
73	O=C(c1ccc2ccccc2c1)N1CCN(c2ccc(O)cc2)CC1	i	i
74	O=C(NCCCCc1ccccc1)c1cc([N+](=O)[O-])cc([N+](=O)[O-])c1	i	i
75	CC(C)(C)NC(=O)NC(=O)COC(=O)c1cc[n+]([O-])cc1	i	i

Entries of single compounds as entered above. Values in the order: CHT PAM	CHT block
`O=C(N/N=C\c1ccc(COc2ccc([N+](=O)[O-])cc2)o1)c1ccc(Cl)cc1` in the list: i	i
`COCCCNc1ccnc2c(Cl)cccc12` in the list: i	i
`Cc1ccc(-c2c[n+](CC(=O)OCc3ccccc3)c3n2CCC3)cc1` in the list: i	i
`CC(C)c1ccc(/C=N/NC(=O)CC(=O)NC2CCCCC2)cc1` in the list: i	i
`COc1ccc(NC(=O)C(C)Sc2nnc3c4c(nc(-c5ccc(OC)cc5)n23)CC(C)(C)OC4)cc1` (centres undefined) in the list: i	i

Remaining list, next part
No.	Compound	CHT PAM	CHT block
76	Cc1ccc(-n2ccnc(SCC(=O)NC3CCCC3)c2=O)cc1Cl	i	i
77	C/C(Cl)=C/Cn1c(N2CCCC2)nc2c1c(=O)[nH]c(=O)n2C	i	i
78	CSc1nsc(/C=C/Nc2cccc(Cl)c2)c1C#N	i	i
79	CCCOC(=O)c1cccc(NC(=O)COc2ccc([N+](=O)[O-])cc2)c1	i	i
80	CCn1cc(CNC(=S)Nc2cccc(Cl)c2C)cn1	i	i
81	Cc1cccc(OCc2nnc(SCc3nc4cc(C(F)(F)F)ccc4c(=O)[nH]3)o2)c1	i	i
82	Cc1ccc(CNC(=S)Nc2cc(C(=O)O)ccc2C)cc1	i	i
83	CC1CCN(C(=S)NC2CC3CCC2C3)CC1 (centres undefined)	i	i
84	Cn1c(SCC(=O)Nc2ccccc2F)nnc1-c1cc2ccccc2o1	i	i
85	CC1=CCC2C(=O)N(c3ccc(C)c(Br)c3)C(=O)C2C1 (centres undefined)	i	i
86	Cc1ccc(-c2ccccc2NC(=O)C2C3C=CC(C3)C2C(=O)O)o1 (centres undefined)	i	i
87	COc1cccc(CSc2nnnn2-c2ccc(O)cc2)c1	i	i
88	Cc1ccccc1NC(=O)/C(C#N)=C\c1cc(C)n(-c2ccc(C(=O)O)cc2)c1C	i	i
89	Cc1ccc(O)c(C(CC(=O)NCc2ccco2)c2ccccc2)c1 (centres undefined)	i	i
90	Cc1ccc2nc(SCC(=O)Nc3c(C)n(C)n(-c4ccccc4)c3=O)[nH]c2c1	i	i
91	CCOC(=O)C1=C(C)NC(=NC)SC1c1ccccc1 (centres undefined)	i	i
92	CCCCN1CC(=O)N2Cc3[nH]c4ccccc4c3C[C@H]2C1=O	i	i
93	CC(=O)NC(=S)Nc1ccc(NC(=O)c2cccnc2)cc1	i	i
94	COc1ccc(OC)c(NC(=O)c2cccnc2Sc2ccccc2)c1	i	i
95	CCOC(=O)c1c(NC(=O)Cn2cnc3scc(-c4ccc(C)cc4)c3c2=O)sc(C)c1C	i	i
96	CC(C)CC(=O)Nc1ccc(N2CCN(S(C)(=O)=O)CC2)cc1	i	i
97	CCN(CC)CCNC(=O)c1ccc(NC(=O)c2ccc(S(=O)(=O)N3CCCCCC3)cc2)cc1	i	i
98	Cc1ccccc1CC(=O)N1CC(C)OC(C)C1 (centres undefined)	i	i
99	O=C(NCc1nnnn1-c1cccc(F)c1)c1ccc(S(=O)(=O)N2CCOCC2)cc1	i	i
100	Cc1noc(C)c1COc1ccc(C(=O)NNC(=O)c2ccccc2O)cc1	i	i
101	Cc1ccc(-c2nc3ncccc3o2)cc1NC(=O)c1cccs1	i	i
102	Cc1ccc2c(C)nc(Nc3nc(CSc4nnnn4-c4ccccc4)cc(=O)[nH]3)nc2c1	i	i
103	CCOC(=O)c1cc(-c2ccc3c(c2)OCCO3)n[nH]1	i	i
104	COc1ccc(-c2noc(CCC(=O)Nc3ccc4c(c3)OCCO4)n2)cc1	i	i
105	CCCC(=O)Nc1ccc(S(=O)(=O)Nc2nccs2)cc1	i	i
106	COc1cc(/C=C(\C#N)C(=O)Nc2ccccc2)ccc1OCCN1CCOCC1	i	i
107	CN(CC(=O)Nc1ccccc1Cl)C(=O)CSc1ncc(C(F)(F)F)cc1Cl	i	i
108	CCCCN1CC(C(=O)NC2CCCCC2)CC1=O (centres undefined)	i	i
109	O=C(NNC(=O)c1ccc(-n2cncn2)c([N+](=O)[O-])c1)c1cccc(Cl)c1	i	i
110	Cc1ccc(NC(=O)Cn2nc(C(=O)Nc3ccc(C)cc3)ccc2=O)cc1	i	i
111	CC(C)c1ccc2oc(-c3ccc(NC(=O)c4ncn[nH]4)cc3)nc2c1	i	i
112	CCOC(=O)c1[nH]c2ccc(OC)cc2c1NC(=O)NC(C)C	i	i
113	COc1ccccc1OCC(=O)NNC(=O)C(=O)N1CCCC1	i	i
114	Cn1c(N)c(C(=O)c2cc(-c3ccccc3)nc3ccccc23)c(=O)n(C)c1=O	i	i
115	Cc1nc(C)n(CC(C)C(=O)N2CCN(S(=O)(=O)c3ccccc3)CC2)n1 (centres undefined)	i	i
116	Cc1cc(C)c2c(N)c(C(=O)C(C)(C)C)sc2n1	i	i
117	Cc1c(/C=C2\NC(=O)NC2=O)c2ccccc2n1C	i	i
118	COc1ccc(-n2c(C)nc3cc(C(=O)O)ccc32)cc1	i	i
119	CCn1c2ccccc2c2nnc(SCCN3CCOCC3)nc21	i	i
120	Cc1cccc(NC(=S)NC2CC3CCCC(C2)N3Cc2ccco2)c1 (centres undefined)	i	i
121	CC(C)C[C@H](NC(=O)C1(c2ccccc2)CCN(C(=O)[C@H]2CSCN2C(=O)OC(C)(C)C)CC1)C(=O)O	i	i
122	O=C1NC(=O)/C(=C\c2ccc(Cl)nc2)S1	i	i
